Bioassay records (PubChem BioAssay)
KCNH2 3.1 inh = inhibitors of human KCNH2 3.1 potassium channel isoform | U2OS KCNH2 3.1, thallium flux FluxOr; active compounds read low | activity change, % (tested at about 1.8 µM) | 340,000 tested, 0.95% active | AID 720553;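 active = maximum activity change below -70%; inconclusive = maximum activity change from -70% to -50%; inactive = maximum activity change above -50%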;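 also: thallium influx rate constant from kinetic fluorescence after stimulation buffer; % is scaled to controls: 0 for no effect and ±100 for the full control effect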
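Thallium flux read-out: FluxOr dye with Red40 quencher in HBSS/HEPES, 45 min at RT. Rate constants from kinetic reads were normalized to positive and negative DMSO controls. Cells: U2OS virally expressing the 3.1 isoform.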
PKM2 activator = PKM2 (human) enzyme activation; purified PKM2, Kinase-Glo ATP luminescence, activation; response scale: 0% is enzyme alone, no compound; Potency, µM (top dose mostly 57.5 µM), for the others: at the highest dose activation, actives largely listed as activators; 260,000 tested, 0.34% active; AID 1631; also: potency is read from the fitted curve at half-maximal effect; % is scaled to controls: 0 for no effect and ±100 for the full control effect; nearly all actives have a fitted effect of over 55% in size
Target sequence (P14618 whole entry, looked up): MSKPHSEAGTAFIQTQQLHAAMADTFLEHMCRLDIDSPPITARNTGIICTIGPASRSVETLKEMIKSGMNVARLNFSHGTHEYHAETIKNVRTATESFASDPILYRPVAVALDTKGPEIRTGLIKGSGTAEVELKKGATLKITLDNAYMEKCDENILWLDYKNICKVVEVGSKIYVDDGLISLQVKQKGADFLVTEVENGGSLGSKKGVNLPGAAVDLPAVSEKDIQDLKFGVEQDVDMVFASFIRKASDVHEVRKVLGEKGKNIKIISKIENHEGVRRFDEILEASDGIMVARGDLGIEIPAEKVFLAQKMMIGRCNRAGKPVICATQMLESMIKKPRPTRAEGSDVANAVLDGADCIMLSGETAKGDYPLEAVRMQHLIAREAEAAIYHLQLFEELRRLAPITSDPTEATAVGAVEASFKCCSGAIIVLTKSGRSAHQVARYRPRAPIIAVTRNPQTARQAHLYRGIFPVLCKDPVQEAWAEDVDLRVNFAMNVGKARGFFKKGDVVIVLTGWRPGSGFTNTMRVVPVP
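ATP formation by purified human PK-M2, quantified via coupled luciferase luminescence after 1 h at room temperature with 0.1 mM ADP and 0.5 mM PEP final.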
RORgamma inh = blocks mouse ROR gamma transcriptional activity; Drosophila S2 Gal4-RORgamma UAS-luciferase reporter, 20 h; P51450; Potency, µM (series often up to 53.6 µM), inactives show at the top dose activity change, negative = inhibition, usual class: inhibitors; 310,000 tested, 5.4% active; also: potency is read from the fitted curve at half-maximal effect; % is scaled to controls: 0 for no effect and ±100 for the full control effect; nearly all actives have a fitted effect of over 60% in size
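A Gal4/UAS one-hybrid system in insect cells: metallothionein-promoter Gal4–ROR gamma fusion plus Photinus luciferase reporter. Copper sulfate 700 uM final, 20 hr ambient incubation, luminescent detection after 10 min with reagent.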
Gal4-VP16 FLuc = Gal4-VP16 reporter inhibition counter-screen | AID 2546 | Drosophila S2 Gal4-VP16 UAS-luciferase, luminescence, 20 h | 310,000 tested, 3.5% active | Potency, µM (highest dose often 53.6 µM), without a hit: at the highest dose activity, negative = inhibition, hits mostly inhibitors;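 also: Gal4-VP16 expression switched on by copper sulfate through the metallothionein promoter; potency is read from the fitted curve at half-maximal effect; % is scaled to controls: 0 for no effect and ±100 for the full control effect; nearly all actives have a fitted effect of over 50% in size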
MBNL1 CUG block = blocks human MBNL1 binding to CUG repeat RNA; TR-FRET MBNL1-His/biotin-(CUG)12 binding, 665/545 ratio; Potency, µM (titrated, usually from 57.5 µM), for the others: at the highest dose activity change, negative = inhibition, actives largely listed as inhibitors; 280,000 tested, 0.036% active; active = well fitted inhibition curve with a large enough effect in the signal ratio, with a control signal flat, not every such curve was filed as active; inconclusive = small, poorly fitted or top-dose-only effect, or effect the other way, or a change in a side signal; inactive = no such curve, though single readings can be large or run the other way; the % refers to the signal ratio; also: potency is read from the fitted curve at half-maximal effect; % is scaled to controls: 0 for no effect and ±100 for the full control effect
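Compounds (final 92 nM to 58 uM) are added to His-tagged MBNL1 and biotin-(CUG)12, then terbium anti-His antibody and streptavidin-XL665 (5 nM final). After 60 min at room temperature, the 665/545 nm ratio is read.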
ELG1 DNA repair = ELG1-dependent DNA repair inhibition; HEK293T ELG1-luciferase reporter, luminescence, 16 h; DNA damage induced by 5-fluorouridine; Potency, µM (titrated, usually from 46.1 µM), for inactives: at the top dose activity change, negative = inhibition, usual class: inhibitors; AID 504467; 330,000 tested, 2.3% active; also: potency is read from the fitted curve at half-maximal effect; % is scaled to controls: 0 for no effect and ±100 for the full control effect; nearly all actives have a fitted effect of over 55% in size
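DMSO vehicle served as the neutral condition. Each well held 2,000 cells given 5-fluorouridine plus compound; after 16 hr at 37 °C/5% CO2, ONE-Glo was added and luciferase measured 30 min later.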
Mito fusion yeast = mitochondrial division inhibition or fusion activation; Potency, µM (highest dose often 46.1 µM), inactives show top-dose growth rescue (activation), actives largely listed as activators; S. cerevisiae fusion-defective mutant growth rescue, CellTiterGlo 48 h; AID 485298; 320,000 tested, 0.23% active;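 also: potency is read from the fitted curve at half-maximal effect; % of control where 0% means no effect; nearly all actives have a fitted effect of over 45% in size; temperature-sensitive fusion mutants such as fzo1-1 at 37 °C on non-fermentable ethanol glycerol medium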
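Luminescent cell viability in 1536-well qHTS format served as the measure of rescued growth in ts fusion-mutant S. cerevisiae cultured on non-fermentable YPEG for 48 hours at 37C.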
Rab9 promoter act = Rab9 promoter activation; Huh7 Rab9 promoter-luciferase reporter, luminescence, 24 h; Potency, µM (doses to about 9.22 µM), inactives show at the highest dose activation, negative = inhibition, usual class: activators; 320,000 tested, 2.8% active; also: potency is read from the fitted curve at half-maximal effect; % of control where 0% means no effect; nearly all actives have a fitted effect of over 60% in size
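Steps: seed 1500 Huh7 Rab9-luc cells per well, rest 2 h at 37 °C; add compound in DMSO; incubate 24 h; add luciferase reagent, 10 min ambient; read luminescence.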
Menin-MLL TR inh = displaces Texas Red mutant MLL peptide from human menin | O00255 | Menin + Texas Red MLL mutant peptide, fluorescence polarization | Potency, µM (series often up to 61.6 µM), inactives show at the top dose FP activity change, negative = inhibition, hits mostly inhibitors | 270,000 tested, 0.23% active | AID 1768; active = well fitted inhibition curve with a large enough effect in the polarisation, with a control signal flat, not every such curve was filed as active; inconclusive = small, poorly fitted or top-dose-only effect, or effect the other way, or a change in a side signal; inactive = no such curve, though single readings can be large or run the other way; the % refers to the polarisation; also: potency is read from the fitted curve at half-maximal effect; % of control where 0% means no effect; many of its hits are not listed in these tables
NPC1 promoter act = NPC1 promoter activation; 320,000 tested, 2.4% active; Huh7 NPC1 promoter luciferase reporter, 24 h; Potency, µM (doses to about 9.22 µM), for the others: at the highest dose activation, usual class: activators;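 also: potency is read from the fitted curve at half-maximal effect; % of control where 0% means no effect; nearly all actives have a fitted effect of over 60% in size; reporter is driven by a mutant NPC1 promoter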
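Stably transfected Huh7 (NPC1 promoter→luciferase), 1500 cells/well in Opti-MEM + 10% FBS, 2 h settle, then compound 24 h at 37 °C. Luminescence after 10 min with Amplite reagent.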
FLuc counter = firefly luciferase modulation, counter-screen for miR-21 project. purified FLuc, Km substrates, luminescence inhibition. Potency, µM (top dose mostly 57.5 µM), without a hit: at the top dose activity change, negative = inhibition, usual class: inhibitors. 360,000 tested, 6.9% active. AID 588342;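 also: potency is read from the fitted curve at half-maximal effect; plate controls were vehicle for no effect and reference inhibitor for full effect; nearly all actives have a fitted effect of over 55% in size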
Target sequence (P08659 whole entry, looked up): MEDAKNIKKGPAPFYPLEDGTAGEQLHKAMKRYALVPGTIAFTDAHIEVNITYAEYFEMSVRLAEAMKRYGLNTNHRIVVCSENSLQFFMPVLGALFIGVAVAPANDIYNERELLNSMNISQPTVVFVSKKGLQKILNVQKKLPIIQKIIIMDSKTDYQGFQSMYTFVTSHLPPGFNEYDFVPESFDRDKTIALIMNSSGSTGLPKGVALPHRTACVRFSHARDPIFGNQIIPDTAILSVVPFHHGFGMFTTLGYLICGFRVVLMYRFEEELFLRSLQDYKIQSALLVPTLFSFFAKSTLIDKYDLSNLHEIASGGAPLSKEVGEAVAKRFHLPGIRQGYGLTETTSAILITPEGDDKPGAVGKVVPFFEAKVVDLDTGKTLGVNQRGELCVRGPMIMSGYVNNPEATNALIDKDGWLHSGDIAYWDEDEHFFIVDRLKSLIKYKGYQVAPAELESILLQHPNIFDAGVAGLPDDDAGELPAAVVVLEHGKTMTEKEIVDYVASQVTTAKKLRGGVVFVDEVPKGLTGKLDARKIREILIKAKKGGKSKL
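Purified P. pyralis luciferase (10nM final) with 10uM D-luciferin and 10uM ATP (Km levels) in 50mM Tris acetate pH 7.5, 10mM Mg acetate, 0.01% Tween-20, 0.05% BSA; qHTS 6-point titration, ~60 µM downward; luminescence read.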
* marks the source's active call; other numbers are inactive results; ? = inconclusive; . = not tested or not shown; [ ] = another dose, or the depositor's remark. Unless noted, calls follow the shape of the dose curve; as a rule, active = well fitted curve in the direction sought with a large enough effect; inconclusive = small, poorly fitted or top-dose-only effect, or another doubt; inactive = no such curve, though single readings can be large; an effect the other way counts as inactive or inconclusive. The list is partial, so the mix of outcomes need not match the whole.

SMILES	KCNH2 3.1 inh	PKM2 activator	RORgamma inh	Gal4-VP16 FLuc	MBNL1 CUG block	ELG1 DNA repair	Mito fusion yeast	Rab9 promoter act	Menin-MLL TR inh	NPC1 promoter act	FLuc counter
CN=C(NC(=O)Nc1c(C)cccc1C)NC(=O)Nc1c(C)cccc1C	.	-2%	22%	-2%	-2%	17%	29%	0%	-16%	-2%	-2%
O=C(Nc1cc(C(F)(F)F)ccc1F)C1CCCCC1	-9	-1%	13%	0%	1%	-12%	-3%	-1%	3%	0%	-1%
Clc1ccc(-n2nnc(-c3nccs3)n2)cc1Cl	6	0%	16%	9%	0%	?	-6%	0.89µM*	?	1.6µM*	1.9µM*
CCCCn1nc2cc(C(=O)NCc3ccc(C(F)(F)F)cc3C(F)(F)F)ccc2c1OCC	-8	3%	-3%	4%	3%	-17%	-7%	-6%	?	-1%	4%
Cc1ccc(N(Cc2ccc([N+](=O)[O-])cc2)C(=O)c2ccco2)cc1	-10	-1%	17%	8%	16%	-1%	10%	0%	.	-3%	3%
CSCC(=O)Nc1nc(-c2ccc3c(c2)OCCO3)cs1	0	-6%	-19%	20%[10 µM]	7%	?	6%	2.8µM*	33%[activator]	3.2µM*	11µM*
O=S(=O)(Nc1cccc2c1ccc1cccn12)c1cccs1	8	-7%	8%	26%	12%	24%	-2%	0%	?	0%	-15%
Cc1c2ccccc2nc2c(F)c(NC(C)C)c(F)c(F)c12	9	1%	-30%	?	34%[activator]	?	19%	?	-12%	?	3µM*
Cc1ccc(OCCC(=O)OC(C)C(=O)NC2CC2)cc1 (centres undefined)	1	.	.	.	.	-8%	1%	3%	.	1%	3%
Cc1nc(CC(=O)N2CCN(S(=O)(=O)c3ccccc3C#N)CC2)cs1	4	-26%	0%	6%	-3%	3%	1%	11%	3%	0%	4%
CCn1c(=O)cc(SCC(=O)Nc2ccc(C)cn2)c2ccccc21	15	0%	-2%	26%	4%	?	-5%	-18%	-15%	-17%	-1%
CCOc1ccc(-c2nc(CSc3nnc(C)s3)cs2)cc1OC	-18	-12%	43%	15%	?	-14%	-2%	1%	.	10%	?
CCOC(=O)c1ccc(NC(=O)NCc2ccccc2OC)cc1	5	0%	-2%	?	-4%	-4%	-3%	-2%	?	-4%	-10%
CCOc1cc(C(=O)N2CCN(c3ccccc3)CC2)cc(OCC)c1OCC	-4	1%	2%[0.365 µM]	.	-3%	?	0%	1%	-22%	1%	-1%
Cc1cccc(CSc2ccc(S(=O)(=O)N3CCCC3)cn2)c1	3	.	.	.	.	-7%	12%	1%	.	0%	0%
Nc1nnc(-c2ccccc2[N+](=O)[O-])o1	-22	0%	11%	8%	.	22%	1%	-5%	-13%	-1%	-8%
O=C(CCCNS(=O)(=O)c1ccc(F)cc1)Nc1ccc(F)cc1	-18	.	-1%	3%	-2%	0%	-13%	0%	-14%	2%	0%
Cc1cccc(/C(N)=N/OC(=O)CCCc2ccccc2)c1	6	-9%	?	4%	-5%	26%	-2%	9%	.	13%	9.5µM*
Nc1c(S(=O)(=O)c2cccs2)c2nc3ccccc3nc2n1CC1CCCO1 (centres undefined)	-22	0%	22%	-9%	7%	-9%	-9%	-1%	-3%	-2%	2%
COc1ccc2c(c1)C(=O)c1ccccc1CO2	16	-20%	0%	?	?	?	-7%	3.2µM*	1%	4µM*	6µM*
Cc1ccc(OCc2nnc(NC(=O)c3ccco3)s2)cc1	3	2%	4%	22%	2%	?	5%	-2%	0%	1%	?
NC(=O)Nc1ccccc1C(=O)Nc1ccc2ccccc2c1	-3	0%	8%[1.91 µM]	-7%	0%	6%	4%	20%	-20%	3%	-14%
CC(C)OC(=O)CSc1nnc(Cc2ccccc2)n1C	20	19%	-7%	-1%	-12%	6%	-1%	2%	0%	-2%	0%
CCCc1ccc(S(=O)(=O)N2CCN(Cc3ccco3)CC2)cc1	4	-2%	.	.	0%	-11%	1%	0%	-1%	-4%	1%
COc1ccc(OC)c(NC(=O)CN(Cc2ccc(F)cc2)C2CCCCC2)c1	12	-4%	?	18µM*	1%	-9%	-3%	-1%	?	-2%	-2%
N=c1c2c3c(sc2ncn1CCN1CCOCC1)CCCCC3	-2	-5%	-4%	-8%	15%	0%	-2%	9%	5%	-1%	1%
C=CCn1c(CCC)nc2ccccc21	17	12%	-2%	-7%	-2%	8%	-8%	-3%	2%	1%	2%
Cc1cccn2c(=O)c3cc(C(=O)NC4CCCCC4C)n(C)c3nc12 (centres undefined)	-2	1%	-12%	-10%	8%	0%	7%	9%	0%	0%	0%
COC(=O)c1c(NC(=O)C2COc3ccccc3O2)sc2c1CCN(C(C)=O)C2 (centres undefined)	18	-1%	-2%	-3%	?	?	?	-3%	-4%	-2%	3%
CCOc1ncccc1C(=O)OCC(=O)Nc1c(C)cc(C)cc1C	-8	3%	-7%	4%	-2%	0%	0%	-4%	.	0%	-1%
COc1ccc(OCCn2c(C)c(/C=N/n3cnnc3)c3ccccc32)cc1	-36	1%	-7%	-3%	2%	?	4%	-1%	33%[activator]	1%	-4%
COc1ccc(S(=O)(=O)N2CCC(C(=O)NCCC(=O)NCc3cccc(OC)c3)CC2)cc1	21	.	25%	-2%	1%	-3%	1%	-7%	.	-1%	2%
CC1CCCC(NC(=O)CN(C)S(=O)(=O)c2cccc3cccnc23)C1C (centres undefined)	25	-1%	-30%	3%	-9%	?	3%	7%	-2%[11.7 µM]	-2%	0%
CCCCn1c(NCc2ccc(N(C)C)cc2)nc2ccccc21	6	-1%	18%	13µM*	.	-25%	3%	9%	.	3%	?
Cc1cc(NC(=O)CSc2nc3c(C)cccc3cc2C)no1	4	.	-10%	1%	-4%	14%	-10%	3%	.	-7%	2%
COc1ccccc1C(=O)NCCN1CCN(C(=O)c2ccccc2OC)CC1	-2	2%	22%	3%	-7%	-2%	1%	4%	3%	0%	6%
Cc1ccccc1-c1noc(-c2ccc(O)cc2)n1	-12	-52%	8%	-1%	9%	?	-13%	29%	-1%	?	4.8µM*
COc1ccc(S(=O)(=O)N2CCC3(CC2)OCCN3S(=O)(=O)c2ccc(C)cc2)cc1OC	6	.	.	.	.	?	-2%	-4%	.	0%	11%
O=C1CCc2cc(S(=O)(=O)N3CCC(C(=O)Nc4nccs4)CC3)ccc2N1	30	2%	-13%	1%	4%	17%	3%	2%	-4%	-1%	2%
CCOC(=O)c1ccccc1NC(=O)Cc1ccccc1OC	-21	-1%	28%	-7%	?	-9%	3%	-1%	6%	1%	-1%
CC(C)/C=N/NC(=O)c1cc(Br)ccc1O	-5	-11%	10µM*	?	-2%	?	-1%	-4%	?	1%	?
CC(=O)N1C(=O)/C(=C2\SC(=S)N(NC(=O)c3ccc(O)cc3)C2=O)c2ccccc21	.	-3%	-42%	5%	6%	-9%	3%	-2%	?	0%	?
Cc1ccc(/C=N/n2c(C3CCCCC3)n[nH]c2=S)s1	10	-7%	3.2µM*	3.2µM*	.	21%	-4%	-1%	-13%	-3%	2%
CC1(c2ccccc2)NC(=O)N(CC(=O)NNC(=O)c2cccc(Cl)c2)C1=O (centres undefined)	3	.	.	.	.	17%	-7%	-3%	.	-3%	2%
Cc1cc(NC(=O)c2ccc(F)c(S(=O)(=O)N3CCCCC3)c2)no1	26	0%	.	.	-4%	?	7%	-4%	10%	0%	-9%
CC(=O)Nc1ccc(S(=O)(=O)NCCC(=O)N2CCc3ccccc32)cc1	-14	-1%	8%	-11%	-2%	5%	1%	5%	1%	1%	-2%
Cc1cnc(C(=O)OCC(=O)Nc2cc(-c3cc(C)c(C)cc3C)nn2-c2ccccc2)cn1	3	.	.	.	.	?	13%	-4%	.	-4%	-15%
C=CCN(C(=O)c1ccccc1)c1ccc(OC)cc1	-5	-3%	-16%	3%	10%	?	-5%	-4%	3%	-15%	0%
O=C(c1ccc(F)cc1)c1c[nH]c(C(=O)NCc2ccco2)c1	.	1%	?	1%	-7%	-9%	-2%	4%	2%	-1%	4%
O=S(=O)(c1ccc(-c2cn3ccccc3n2)cc1)N1CCOCC1	14	-1%	?	3%	4%	9%	0%	2%	10%	3%	?
